CHRM1 PAM = human M1 muscarinic receptor positive allosteric modulators, primary screen, CHO-K1 cells, Fluo-8 calcium fluorescence, 1536-well | CHO-K1 hM1, ACh EC20; 0% = ACh EC20, 100% = maximal ACh | activation, % at 3 µM | 0.088% of 360,000 active; in the data active means activation above about 19%, passing the limit was not always enough
M5 ag = human M5 muscarinic receptor agonists, primary screen, CHO-K1 cells, Fluo-8 calcium fluorescence; AID 624037, 2012; activation, % at 3 µM; 0.19% of 360,000 active; Muscarinic acetylcholine receptor M5 (Homo sapiens), P08912; CHO-K1 hM5 cells; 0% DMSO wells, 100% maximal acetylcholine response;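 active means activation above the run's mean over test compounds plus 3 SD, cut at about 23% in these data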;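 further: signal is peak over basal fluorescence ratio across the kinetic read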
Target sequence (P08912 whole entry, looked up): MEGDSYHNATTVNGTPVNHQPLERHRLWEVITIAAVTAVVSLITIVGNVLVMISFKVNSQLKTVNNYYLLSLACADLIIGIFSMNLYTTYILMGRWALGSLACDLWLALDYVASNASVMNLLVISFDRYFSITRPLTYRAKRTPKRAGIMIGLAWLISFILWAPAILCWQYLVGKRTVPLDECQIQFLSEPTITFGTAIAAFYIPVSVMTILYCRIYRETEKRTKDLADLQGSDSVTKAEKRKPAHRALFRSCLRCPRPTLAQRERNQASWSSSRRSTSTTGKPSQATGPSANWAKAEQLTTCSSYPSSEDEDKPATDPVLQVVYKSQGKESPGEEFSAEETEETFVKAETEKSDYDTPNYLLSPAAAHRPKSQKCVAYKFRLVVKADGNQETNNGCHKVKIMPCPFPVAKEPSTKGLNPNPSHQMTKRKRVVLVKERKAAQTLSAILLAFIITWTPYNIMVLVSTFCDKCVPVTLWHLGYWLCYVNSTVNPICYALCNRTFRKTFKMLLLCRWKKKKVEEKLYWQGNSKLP
CHRM4 antagonist = human M4 muscarinic receptor antagonists, primary screen, CHO cells, Fluo-8 calcium fluorescence; CHO-hM4 cells, ACh EC80; inhibition, % at 3 µM; 0.73% of 360,000 active;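 active means inhibition above its plate's cutoff, the mean inhibition of sample wells plus 3 SD, cut at about 27% in these data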;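 further: 0% = acetylcholine EC80 with DMSO and 100% = DMSO without agonist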
Target sequence (P08173 whole entry, looked up): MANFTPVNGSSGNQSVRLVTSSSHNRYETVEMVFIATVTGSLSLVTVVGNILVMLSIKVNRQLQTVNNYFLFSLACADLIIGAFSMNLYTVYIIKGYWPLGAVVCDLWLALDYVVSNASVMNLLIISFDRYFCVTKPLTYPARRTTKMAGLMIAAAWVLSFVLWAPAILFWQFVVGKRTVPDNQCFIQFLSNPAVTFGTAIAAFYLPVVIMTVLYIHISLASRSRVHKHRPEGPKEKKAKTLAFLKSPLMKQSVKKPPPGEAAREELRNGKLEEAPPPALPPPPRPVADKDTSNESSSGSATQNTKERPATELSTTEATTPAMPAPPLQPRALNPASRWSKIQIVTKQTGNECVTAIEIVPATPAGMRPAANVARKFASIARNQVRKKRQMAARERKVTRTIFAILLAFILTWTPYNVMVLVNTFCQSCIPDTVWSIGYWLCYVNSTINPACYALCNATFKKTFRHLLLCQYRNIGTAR
CHRM1 antagonist = human M1 muscarinic receptor antagonists, primary screen, CHO-K1 cells, Fluo-8 calcium fluorescence, 1536-well; Muscarinic acetylcholine receptor M1 (Homo sapiens), P11229; CHO-K1 hM1, ACh EC80 antagonist; inhibition, % at 3 µM; 1.3% of 360,000 active; AID 588852, 2011;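 active means percent inhibition above its own plate's cutoff, namely the mean of that plate's compound wells plus 3 SD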;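 further: peak over basal fluorescence ratio during 140 s after agonist addition; 0% = ACh EC80 plus DMSO and 100% = DMSO alone without agonist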
CHRM1 agonist = human M1 muscarinic receptor agonists, primary screen, Fluo-8 calcium fluorescence, CHO-K1 cells, HTS. Muscarinic acetylcholine receptor M1 (Homo sapiens), P11229. CHO-K1 hM1, agonist mode; 0% DMSO, 100% acetylcholine EC100. activation, % at 3 µM. 0.33% of 360,000 active;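 active means activation above the run's mean compound activation plus 3 SD, cut at about 16% in these data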;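 further: peak over basal fluorescence ratio within a 140 s kinetic read after compound addition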
M5 PAM = human M5 muscarinic receptor positive allosteric modulators, primary screen, CHO-K1 cells, Fluo-8 calcium fluorescence; Muscarinic acetylcholine receptor M5 (Homo sapiens), P08912; CHO-K1 hM5, ACh EC20 PAM; 0% = ACh EC20, 100% = ACh EC100; activation, % at 3 µM; 0.3% of 360,000 active; AID 624038, 2012;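 active means activation above the run cutoff, the mean activation of all test compounds plus 3 SD, cut at about 18% in these data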
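Probe or stimulus: acetylcholine, EC20 level; Assay system: human M5 receptor in CHO-K1 cells; Schedule: compound preincubation 140 s before EC20 acetylcholine addition; Technique: intracellular calcium via Fluo-8 fluorescence; Dosing: single-point, 3 µM nominal; Read-out basis: percent activation from peak-over-basal fluorescence ratio, scaled EC20-to-EC100 acetylcholine; Repeats: one well per compound, no replicates.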
TAAR1 ag = human TAAR1 agonists, primary screen, Fluo-8 calcium fluorescence, CHO RD-HGA16 cells | AID 624467, 2012 | activation, % at 3 µM | vehicle wells 0%, saturating PEA agonist 100% | 0.99% of 360,000 active;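 active means activation above the mean activation of all test compounds in the run plus 3 SD, cut at about 38% in these data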
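System: CHO-derived RD-HGA16 cells with stable Gα16 and human TAAR1. Times: 17-24 h plating, Fluo-8 75 min 37 °C, 30 min RT. Measured by: calcium-sensitive Fluo-8 signal, excitation 470-495, emission 515-575 nm. Read-out basis: % activation relative to PEA EC100 response. Control set: DMSO and PEA EC100. Repeats: no replicates (n 1).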
M4 ag = human M4 muscarinic receptor agonists, primary screen, CHO-K1 cells, Fluo-8 calcium fluorescence. Muscarinic acetylcholine receptor M4 (Homo sapiens), P08173. CHO-K1 hM4/Gqi5; vehicle 0%, full acetylcholine response 100%. activation, % at 3 µM. 0.14% of 360,000 active. AID 624127, 2012;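 active means activation above the run mean over all test wells plus 3 SD, cut at about 32% in these data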;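 further: peak over basal fluorescence ratio per well then scaled between controls; 0% = DMSO wells and 100% = acetylcholine at EC100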
CHRM5 antagonist = human M5 muscarinic receptor antagonists, primary screen, CHO cells, Fluo-8 calcium fluorescence | Muscarinic acetylcholine receptor M5 (Homo sapiens), P08912 | CHO-hM5 cells, ACh EC80 | inhibition, % at 3 µM | 0.59% of 360,000 active;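 active means inhibition above a per-plate cutoff, the mean of that plate's test compounds plus 3 SD, cut at about 27% in these data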;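 further: 0% = acetylcholine EC80 with DMSO and 100% = DMSO without agonist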
The depositor's hits bear a star; nt = no result given. These rows are one share of the data. The share of hits here may be higher or lower than overall.

SMILES	CHRM1 PAM	M5 ag	CHRM4 antagonist	CHRM1 antagonist	CHRM1 agonist	M5 PAM	TAAR1 ag	M4 ag	CHRM5 antagonist
COc1ccccc1NC(=O)C(Sc1ccccc1)c1ccccc1 (stereo unspecified)	4	-4	-24	-10	-6	-6	-1	-3	-1
CSc1ccc(/C=N/N2CCN(Cc3ccccc3Cl)CC2)cc1	1	0	0	2	-4	0	12	0	5
CC(=O)Nc1ncc(Cc2cc(Cl)ccc2Cl)s1	11	-2	2	-9	-5	-4	21	1	4
CCOc1ccc(NC(=O)c2ccc(NCC(=O)N3CCCCCC3)cc2)cc1	8	1	1	-9	-4	3	3	3	-4
COC(=O)[C@@]1(Cc2ccc(F)cc2)[C@H]2c3cc(C(=O)N(C)C)n(CCN4CCOCC4)c3C[C@H]2CN1C(=O)c1ccccc1	nt	2	-1	nt	nt	-4	2	2	0
CCCC(=O)N1CCC1(C)C(=O)Nc1cc(OC)c(OC)c(OC)c1 (stereo unspecified)	0	0	-4	-6	-3	4	0	1	-2
Cc1ccc2c(c1)[nH]c1c(=O)n(CCCN3CCOCC3)cnc12	3	1	0	-10	-2	-1	6	2	5
COc1ccc(C(c2nnnn2-c2c(C)cccc2C)N2CCN(C/C=C/c3ccccc3)CC2)cc1 (stereo unspecified)	-10	-1	4	-16	-4	-13	-1	1	-7
C/C(=N\O)c1ccn(S(=O)(=O)c2ccc(Cl)cc2)c1	3	-2	-9	-3	-3	-5	3	0	4
COc1ccc2c3c(c(=O)oc2c1OCC(N)=O)CCCC3	9	3	7	-12	-4	1	9	0	-3
COc1ccc2c(C)c(CCC(=O)NC3CC3)c(=O)oc2c1C	-7	8	-17	6	4	1	2	8	-1
CCOC1=C2[C@@H](CN(S(=O)(=O)c3ccc(C)cc3)[C@H]2c2ccccc2F)[C@H]2C(=O)N(c3ccccc3)C(=O)[C@H]2C1	-3	3	-7	10	-3	2	0	0	-6
CCOC(=O)N1CCC(c2nc(C)sc2C(=O)O)CC1	8	1	3	-6	-2	0	4	1	3
NC(=O)CC(NC(=O)c1ccc(Br)cc1)c1ccc(N2CCN(c3ccc(F)cc3)CC2)c([N+](=O)[O-])c1 (stereo unspecified)	7	-3	-17	-1	-6	8	5	3	0
O=C(CN1C(=O)NC2(CCCCC2)C1=O)Nc1cc(C(F)(F)F)ccc1N1CCOCC1	3	-5	-11	3	-2	-2	3	1	3
Cc1ccc(N(C(=O)C(F)(F)F)C(C(=O)NC2CCCCC2)c2ccncc2)cc1C (stereo unspecified)	8	-4	3	-10	-6	3	3	1	5
NC(=O)C1(Nc2ccc(C(=O)O)cc2)CCCC1	6	6	2	-15	0	5	2	1	-4
O=S(=O)(NC1CCCCCC1)c1ccc(Br)s1	-6	-10	-7	-6	-6	-15	0	1	-5
Cc1cccc(C)c1NC(=O)Nc1nnc([C@H]2C[C@H](O)[C@@H](CO)O2)s1	-3	0	0	6	0	5	2	0	-2
Cc1cc(NC(=O)c2cccc(S(=O)(=O)N3CCCCCC3)c2)n(-c2ccccn2)n1	5	-6	-2	-5	0	4	3	0	-7
Cc1occc1C(=O)Nc1cccc(C(=O)O)c1	5	2	6	1	-6	-1	17	0	3
CCOC(=O)[C@@H]1[C@H]2COc3cc(OC)ccc3[C@@H]2N2C(=O)N(c3cccc(F)c3)C(=O)[C@]12C	12	-1	7	-12	-4	-1	0	-1	12
O=C(N/N=C/c1ccc2c(c1)OCO2)c1ccc(COc2cccc3cccnc23)cc1	-7	0	8	22	-3	-9	15	12	11
O=C(c1ccco1)N1CCCN(Cc2nc(Cc3ccccc3)no2)CC1	3	-10	-10	-21	-6	8	0	1	-4
CC1(C)CC(=O)C=C(c2cccc(CO)c2)C1	0	1	-4	4	-5	-7	7	1	7
O=C(CCCCC(=O)Nc1ccccc1)Nc1ccccc1	11	1	1	-16	-3	1	1	2	1
CCOC(=O)Cn1c2ccccc2n2nc(CCC(=O)O)c(=O)nc12	7	1	-6	-6	-3	7	3	2	-1
CCOC(=O)CN(C(=O)COc1ccc2c(C)cc(=O)oc2c1)c1ccc(OCC)cc1	0	-1	13	3	-5	-3	7	0	8
O=C(Nc1ccc(S(=O)(=O)N2CCOCC2)cc1)c1ccc(Cl)s1	-6	1	-4	-13	-3	-6	22	13	0
COC(=O)c1sccc1NC(=O)Nc1cccc(C)c1C	-4	-4	8	9	-5	-6	2	2	12
Cc1ccc(C)c(NC(=O)CN(C)C(=O)c2cccc(S(=O)(=O)N3CCN(Cc4ccccc4)CC3)c2)c1	-1	3	-2	6	-1	-8	7	11	8
Cc1ccc(C(=O)Nc2ccc(S(=O)(=O)NC3=NCCCCC3)cc2)cc1S(=O)(=O)N1CCOCC1	15	-4	-1	-16	-5	-1	1	1	16
CCOc1ccc(N=C2NC(=O)/C(=C/C(=O)OC)S2)cc1	1	0	-2	3	-3	-2	1	1	0
O=C(c1ccc2nc3ccc(Cl)cc3c(=O)n2c1)N1CCOCC1	5	1	-1	-10	-4	3	3	2	0
O=C(NCCCCc1ccccc1)c1ccccc1F	10	-3	-6	-19	-3	-5	6	1	5
CCN(C(=O)CSc1nnc(-c2cccs2)n1CC)C1CCS(=O)(=O)C1 (stereo unspecified)	0	4	1	3	-6	-1	-1	1	3
Cc1cc(C)cc(N(CC(=O)Nc2ccc(-c3nc4ccc(C)cc4s3)cc2)S(C)(=O)=O)c1	9	2	7	-7	-4	-2	-1	2	-3
CC(C)C(NC(=O)c1ccccc1F)C(=O)NCCc1ccccn1 (stereo unspecified)	5	-1	4	-2	-6	3	0	1	12
O=C(OCc1ccccc1)N1CCC2CC1c1ccc(N3CCN(Cc4ccc5c(c4)OCO5)CC3)cc12 (stereo unspecified)	-21	1	17	29	-9	-10	-1	1	8
COc1ccc(OC)c(S(=O)(=O)Nc2ccc(C(N)=O)cc2)c1	2	0	-3	-6	-5	1	11	1	0

Some of the entries above, set out differently.
| SMILES | CHRM1 PAM | M5 ag | CHRM4 antagonist | CHRM1 antagonist | CHRM1 agonist | M5 PAM | TAAR1 ag | M4 ag | CHRM5 antagonist |
| --- | --- | --- | --- | --- | --- | --- | --- | --- | --- |
| O=C(Nc1ccc(S(=O)(=O)N2CCOCC2)cc1)c1ccc(Cl)s1 | -6 | 1 | -4 | -13 | -3 | -6 | 22 | 13 | 0 |
| COC(=O)c1sccc1NC(=O)Nc1cccc(C)c1C | -4 | -4 | 8 | 9 | -5 | -6 | 2 | 2 | 12 |
| Cc1ccc(C)c(NC(=O)CN(C)C(=O)c2cccc(S(=O)(=O)N3CCN(Cc4ccccc4)CC3)c2)c1 | -1 | 3 | -2 | 6 | -1 | -8 | 7 | 11 | 8 |
| Cc1ccc(C(=O)Nc2ccc(S(=O)(=O)NC3=NCCCCC3)cc2)cc1S(=O)(=O)N1CCOCC1 | 15 | -4 | -1 | -16 | -5 | -1 | 1 | 1 | 16 |
| CCOc1ccc(N=C2NC(=O)/C(=C/C(=O)OC)S2)cc1 | 1 | 0 | -2 | 3 | -3 | -2 | 1 | 1 | 0 |
| O=C(c1ccc2nc3ccc(Cl)cc3c(=O)n2c1)N1CCOCC1 | 5 | 1 | -1 | -10 | -4 | 3 | 3 | 2 | 0 |
| O=C(NCCCCc1ccccc1)c1ccccc1F | 10 | -3 | -6 | -19 | -3 | -5 | 6 | 1 | 5 |
| CCN(C(=O)CSc1nnc(-c2cccs2)n1CC)C1CCS(=O)(=O)C1 (stereo unspecified) | 0 | 4 | 1 | 3 | -6 | -1 | -1 | 1 | 3 |
| Cc1cc(C)cc(N(CC(=O)Nc2ccc(-c3nc4ccc(C)cc4s3)cc2)S(C)(=O)=O)c1 | 9 | 2 | 7 | -7 | -4 | -2 | -1 | 2 | -3 |
| CC(C)C(NC(=O)c1ccccc1F)C(=O)NCCc1ccccn1 (stereo unspecified) | 5 | -1 | 4 | -2 | -6 | 3 | 0 | 1 | 12 |
| O=C(OCc1ccccc1)N1CCC2CC1c1ccc(N3CCN(Cc4ccc5c(c4)OCO5)CC3)cc12 (stereo unspecified) | -21 | 1 | 17 | 29 | -9 | -10 | -1 | 1 | 8 |
| COc1ccc(OC)c(S(=O)(=O)Nc2ccc(C(N)=O)cc2)c1 | 2 | 0 | -3 | -6 | -5 | 1 | 11 | 1 | 0 |

(more compounds)
SMILES	CHRM1 PAM	M5 ag	CHRM4 antagonist	CHRM1 antagonist	CHRM1 agonist	M5 PAM	TAAR1 ag	M4 ag	CHRM5 antagonist
CCCOc1ccc(Cl)cc1Nc1nc(NCCO)nc(N2CCCC2)n1	14	0	2	-7	-2	1	4	1	12
CC(C)N(C(=O)CSc1nnnn1-c1ccc2c(c1)OCO2)C(C)C	0	-1	-7	7	-8	-3	13	1	-3
COCCNC(=O)/C(C#N)=C/C(C)=C/c1ccccc1	8	-1	-2	-8	-4	-5	4	1	0
Cc1cc(Sc2nnc(N)s2)c2ccccc2n1	11	-1	6	-16	-2	3	0	0	4
O=C(Nc1ccccc1N1CCCCC1)c1ccc(-c2ccc(Cl)cc2)o1	6	2	-12	-12	-3	1	-1	0	1
COc1ccc(NC(=O)C(NC(=O)CNC(C)=O)c2ccc(C)cc2)cc1 (stereo unspecified)	0	-4	-10	13	0	3	1	1	0
COc1ccc(C(=O)NCCC(=O)NCc2cc(=O)n(C)c(=O)n2C)cc1	2	-3	4	2	-2	-7	-1	-1	20
CCCCCNC(=O)C(c1ccc(OC)cc1)n1c(=O)c(-c2cc3ccccc3[nH]2)nc2ccccc21 (stereo unspecified)	nt	1	-16	nt	nt	2	-1	1	-7
CCOC(=O)C1CCN(C(=O)Cn2nc(C)n3cccc3c2=O)CC1	9	-1	-10	-8	-1	-1	6	1	0
COc1ccc(/C=N/NC(=O)c2ccc(N(C)S(=O)(=O)c3ccccc3)cc2)cc1OC	0	2	7	-8	-3	-7	5	5	10
COc1ccccc1N(C(=O)c1snc(C(N)=O)c1N)C(C(=O)NC1CCCCC1)c1cccc(OC)c1OC (stereo unspecified)	11	-2	4	1	-6	6	0	1	-7
Cc1cc(=S)[nH]c2c(C)cccc12	13	0	-9	-13	-3	4	2	0	1
COc1ccc(C(O)c2ncc(-c3cccc(F)c3)[nH]2)cc1F (stereo unspecified)	-1	2	1	2	-1	-1	2	2	3
OC(COc1ccccc1)CN1CCN(c2cccc(Cl)c2)CC1 (stereo unspecified)	-11	-10	6	17	-6	-18	4	2	24

Screening data (PubChem)
